# High-throughput results: PubChem, several laboratories
# P. falciparum M17LAP – P. falciparum M17LAP inhibitors, primary screen, biochemical, fluorogenic H-Leu-NHMec substrate, 1536-well (AID 1619) | one-dose inhibition, % at 30 µM; IC50 in µM for titrated hits | hit rate 0.38% among 220,000 | recombinant M17LAP, H-Leu-NHMec fluorogenic kinetic assay; higher % means a stronger effect;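 active = compound inhibiting the enzyme by more than half at any dose during confirmatory dose-response retesting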;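 also: plate controls were full reaction with DMSO carrier for no effect and no enzyme background for full effect; strong numbers were not always called active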
# Dynein transport – blocks dynein driven cargo transport along microtubules. 3617.4 mouse cells, GR-EGFP nuclear translocation imaging; test concentration mostly 20 µM; stimulated with dexamethasone, 1 µM; active compounds read low. z-score, hits read low. hit rate 0.47% among 220,000. AID 1381;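 active = plate z-score of nuclear minus cytoplasmic receptor signal below a set negative limit, without overly bright fluorescence or cell loss, cut at about -3.5 in these data, passing the limit was not always enough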;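 also: z-score of nuclear minus cytoplasmic ring GR-EGFP intensity difference per well; some compounds called inactive have numbers as strong as hits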
#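 Buffer or medium: tet-free medium with charcoal-stripped serum / Also added: dexamethasone agonist, 1.0 µM final, for 30 min / Timing: induction 48 h, compound 1 h, agonist 30 min / Measured by: high-content fluorescence imaging after fixation / Read-out: nuclear-to-cytoplasmic GR-EGFP distribution per well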
# Ins promoter up – MIN6 insulin promoter up-regulation; z-score at 5 µM; hit rate 0.3% among 190,000; MIN6 insulin promoter-GFP reporter, high-content imaging; active compounds read high; AID 1625;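 active = z-score above 3 at 5 µM with at least 500 cells counted in the well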
# HEK293 NOD2/NF-kB – NOD2 signaling inhibitors, cell-based, luminescence, uHTS, HEK293 (AID 1566) | HEK293 NOD2/NF-kB luciferase reporter, luminescence; higher % means a stronger effect | inhibition, % at 4 µM, or EC50 in µM where a hit was titrated | hit rate 0.63% among 290,000; in the data active = inhibition above about 50%; also: many of its hits are not listed in these tables
# Yfh1-off respiration – enhancers of respiration in Yfh1-depleted yeast, dose response, Friedreich's ataxia, plus single-dose screen (AID 1465); fold induction at 50 µM, or EC50 in µM where a hit was titrated; hit rate 0.074% among 220,000; S. cerevisiae Yfh1-off respiration, WST-1 reduction, 72 h; higher fold induction means a stronger effect;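 active = fold induction of absorbance versus untreated yeast above a set limit, then at least 30% activation at any dose in follow-up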;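 also: activators that raise dye reduction in frataxin-depleted yeast; strong numbers were not always called active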
# NOD1 NF-kB reporter – inhibition of NOD1-driven NF-kB reporter – cell-based, luminescence, uHTS, primary screen (AID 1578) | NOD1-driven NF-kB luciferase reporter cells, luminescence; higher % means a stronger effect | hit rate 1% among 290,000 | inhibition, % at 4 µM; hits with a dose series show EC50 in µM; in the data active = inhibition mostly above about 36%, no sharp cut-off; inactive = mostly below about 34%;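 also: HEK-293T reporter cells stimulated with the NOD1 agonist gamma-tri-DAP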
# MT stabilize HCS – microtubule stabilization, imaging screen; HeLa tubulin immunostaining HCS, 24 h; share of cells brighter than vehicle mean+2SD; % tubulin-high responders, % at 10 µM; hit rate 0.83% among 200,000; AID 2205;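 active = plate Z-score above 3 for both tubulin-high and condensed-nucleus cell shares, with cell loss under 80%, at 10 µM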;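 also: anti alpha tubulin signal scored within the nucleus-defined area of each cell; some results filed as inactive read as strong as hits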
# Autophagy mod – alters autophagy in cells | MEF GFP-LC3 puncta imaging; test concentration mostly 10 µM | calls only at 10 µM (by protocol) | hit rate 0.98% among 190,000;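 active = percentage of spot-positive cells more than 3 SD above its plate mean, without a fluorescence outlier flag or 80% toxicity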;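 also: spot-positive cell cutoff set from DMSO-treated cells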
# b-catenin transl – alters nuclear translocation of beta-catenin in HeLa cells; immunofluorescence imaging; nuclear translocation activity, % at 5 µM; hit rate 0.3% among 190,000; AID 1665;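 active = nuclear translocation activity above 50% at 5 µM, with a well cell count of 50 or more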;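 also: per-cell ratio of nuclear to cytoplasmic median beta-catenin stain intensity; plate controls were DMSO negative control for no effect and GSK-3 inhibitor IX positive control for full effect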
#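 System: Human HeLa cells, endogenous beta-catenin | Compound dosing: 5 µM primary, 0.02–20 µM confirmation | Timing: 24 h compound exposure at 37°C, 5% CO2 | Measured by: Fluorescence imaging of beta-catenin antibody stain plus DAPI | Read-out basis: % activation of per-cell nuclear versus cytoplasmic median beta-catenin signal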
# Dynein transport cytoplasmic EGFP – further read-out of Dynein transport, marked with its call; z-score; measured here: cytoplasmic GR-EGFP intensity; active compounds read high
# Dynein transport nuclear GR-EGFP – second read-out of Dynein transport, no call of its own (marks repeat the call); z-score; measured here: nuclear GR-EGFP intensity;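 lower value marks the stronger effect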
# Dynein transport cell count – further read-out of Dynein transport, marked with its call; z-score; measured here: cell count per field
# Ins promoter up cell count – recorded beside Ins promoter up, whose call it bears; cell count; measured here: cytotoxicity, nuclei count;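 total cells summed across four imaged fields per well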
# b-catenin transl cell count 5 µM – also measured in b-catenin transl; calls as there; cell count; measured here: cell count, cytotoxicity flag
# MT stabilize HCS Hoechst-high % – recorded beside MT stabilize HCS, whose call it bears; % Hoechst-high responders; measured here: nuclear condensation Hoechst responders;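 share of cells brighter than vehicle mean plus two SD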
# MT stabilize HCS cytotoxicity % – further read-out of MT stabilize HCS, marked with its call; toxicity, %; measured here: cytotoxicity by cell density;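 0% = mean cell density of plate MIN control wells and 100% = no cells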
# Autophagy mod cell loss 18 h – also measured in Autophagy mod; calls as there; toxicity, %; measured here: cell loss, nuclei count;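 cell loss after 18 h compound exposure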
# Starred values were filed as active, the others as inactive; i = inactive; . = not tested or not shown.
SMILES,P. falciparum M17LAP,Dynein transport,Dynein transport cytoplasmic EGFP,Dynein transport nuclear GR-EGFP,Dynein transport cell count,Ins promoter up,Ins promoter up cell count,HEK293 NOD2/NF-kB,Yfh1-off respiration,NOD1 NF-kB reporter,MT stabilize HCS,MT stabilize HCS Hoechst-high %,MT stabilize HCS cytotoxicity %,Autophagy mod,Autophagy mod cell loss 18 h,b-catenin transl,b-catenin transl cell count 5 µM
Cc1nn(Cc2ccccc2)c(C)c1NC(=O)CSc1n[nH]c(C)c1[N+](=O)[O-],27%,-0.25,-0.21,-0.11,0.58,-0.1,1556,-2%,i,-24%,5.5,1.3,4.0,i,3,-0.9,1126
c1ccc2c(Cn3ccnc3)c[nH]c2c1,-4%,-0.25,-0.21,0.48,-0.11,-0.06,1045,-13%,i,-29%,3.3,1.3,2.5,i,-3,.,.
CCOC(=O)C1(Cc2ccc(OC)cc2)CCN(C(=O)C2CC(=O)N(C3CC3)C2)CC1 (stereo not given),1%,-0.22,-0.14,-0.13,0.75,0.91,994,11%,i,7%,.,.,.,.,.,1.0,1290
O=C1/C(=C/Nc2ccc3c(c2)OCO3)CCc2ccccc21,-5%,-0.99,-0.11,-0.23,0.72,1.2,724,-168%,i,54%,2.2,1.2,7.5,i,14,.,.
ClCCN1C2=NCCCN2c2ccccc21,-2%,0.41,-0.21,0.54,-1.1,0.74,1364,16%,i,-12%,4.5,1.9,1.2,i,9,-0.1,1512
O=C(NCc1ccccc1)C12CC3CC(CC(Cl)(C3)C1)C2,-2%,1.3,-0.27,0.49,-0.29,-0.25,990,6%,i,-4%,.,.,.,.,.,-0.4,1271
Cc1ccc2nsnc2c1N(S(C)(=O)=O)S(C)(=O)=O,9%,1.7,-0.21,1.2,-0.013,-0.16,1299,5%,i,-12%,3.3,2.5,23,i,21,-0.2,1125
COc1cccc(C2=CC(c3ccc(OC)c(OC)c3)NC(=S)N2)c1 (stereo not given),-3%,-0.28,-0.28,-0.16,0.83,-0.15,1395,18%,i,-10%,.,.,.,.,.,-3.7,1161
O=C(NC(N1CCOCC1)C(Cl)(Cl)Cl)c1ccc(F)cc1 (stereo not given),1%,-0.41,-0.13,-0.58,-0.083,0.06,1461,6%,i,-23%,2.3,2.5,3.2,i,-13,-0.3,1528
Cc1ccccc1CSCc1nc(N)nc(Nc2ccccc2C)n1,-5%,-0.53,-0.33,0.29,1.2,0.27,1283,-35%,i,-42%,3.0,3.6,6.7,i,-11,0.0,992
CC(C)(C)n1nc2c(c1NC(=O)c1cc3ccccc3o1)CS(=O)(=O)C2,15%,0.3,-0.029,0.22,-1.2,0.67,1186,7%,i,4%,2.9,2.9,7.0,i,2,-0.3,1031
Cc1nc2ccc(C(=O)N3CCN(c4ccccc4)CC3)cc2s1,5%,-0.23,-0.26,-0.13,0.65,.,.,14%,i,-10%,3.0,1.8,6.1,i,-3,-0.3,1104
Cc1ccc(S(=O)(=O)Nc2nc(C)c(C(=O)NNS(=O)(=O)c3ccccc3)s2)cc1,17%,0.79,0.021,0.4,-0.71,-0.23,1388,6%,i,-6%,.,.,.,.,.,-1.5,1098
COc1cc(-c2[nH]ncc2CN2CCCC2c2nonc2C)cc(OC)c1OC (stereo not given),.,0.7,-0.1,0.73,-0.27,-0.07,1670,10%,i,-23%,1.4,1.0,0.5,i,-19,-2.7,980
Cc1ccc(-c2c(C(=O)N3CCOCC3)oc(=O)c3ccccc23)cc1,-5%,0.71,-0.21,0.37,-0.47,1.7,941,11%,i,12%,6.8,1.0,5.0,.,.,-0.6,1256
COc1ccc(/C=N/Nc2nc(-c3ccc(Cl)cc3)cc(C(F)(F)F)n2)cc1OC,-4%,0.73,-0.15,0.32,-1.1,.,.,3%,i,44%,2.9,3.1,7.8,i,-1,-0.8,995
NNCCc1ccccc1,22%,0.18,-0.26,0.28,1,.,.,0%,i,-34%,3.3,1.3,8.4,i,6,4.8,490
CC(c1n[nH]c(=S)n1-c1ccccc1)N1CCCCC1 (stereo not given),-11%,1,-0.17,0.42,-0.36,1,1320,0%,i,-17%,4.1,2.9,12,i,18,-2.1,1092
COc1ccc(C(=O)Nc2c(C)ccc3nsnc23)cc1[N+](=O)[O-],-1%,0.12,-0.26,0.13,0.52,-0.55,1399,10%,i,-5%,4.0,1.4,3.0,i,5,-5.3,528
Cc1ccc(C(=O)N2CCOCC2)cc1Cl,1%,-0.28,-0.29,0.13,-0.39,0.07,1294,-2%,i,2%,7.1,3.8,96,i,-6,.,.
Cc1c(Cl)cnc(NC(=O)CSc2nnc(C)n2Cc2ccccc2)c1Cl,7%,0.21,-0.39,0.16,0.67,.,.,11%,i,2%,1.1,1.3,12,i,-7,-4.0,1169
COc1ccc(C2c3c(ncn(Cc4ccco4)c3=N)Oc3ccc4ccccc4c32)cc1 (stereo not given),11%,-0.76,-0.13,-0.33,-0.42,-0.79,1271,-31%,i,12%,5.8,3.4,19,i,5,1.9,1062
CCCCCc1ccc(S(=O)(=O)NCCc2ccncc2)cc1,11%,-0.48,0.069,-0.21,0.47,-1.2,894,35%,i,42%,2.0,1.5,5.4,i,7,-2.9,1195
COc1cccc2cc(C(=O)N3C(C)CCCC3C)c(=O)oc12 (stereo not given),27%,-0.21,-0.17,0.2,-0.96,.,.,9%,i,-34%,2.0,1.3,2.7,i,-23,-4.7,559
O=C(N/N=C/c1cccc(OC(=O)N2CCOCC2)c1)c1cccs1,22%,0.2,0.6,0.49,0.044,-0.24,1404,14%,i,-29%,3.1,2.7,4.5,i,13,0.2,1131
CCC(=O)c1ccc(N2CCOCC2)c(F)c1,1%,-0.66,-0.17,-0.78,0.3,.,.,.,i,.,4.4,1.4,4.8,i,-2,.,.
COc1cccc(Nc2nc3ccccc3n2C(C)C)c1,-1%,-0.39,-0.22,-0.11,0.13,0.18,1199,-3%,i,34%,6.2,1.4,3.7,i,0,1.0,522
O=C(NCc1ccccn1)/C(=C/c1ccco1)NC(=O)c1ccccc1,7%,-0.038,-0.3,-0.33,0.38,0.81,1522,13%,i,-21%,2.4,2.3,7.2,i,-3,-0.9,1128
COc1ccc(-n2c(C)nc3cc(C(=O)N4CCOCC4)ccc32)cc1,30%,0.36,-0.26,0.67,2.1,1.3,1311,5%,i,4%,4.2,1.4,8.3,i,-1,.,.
N#Cc1ccccc1NC(=O)CSC1=Nc2ccccc2C2CC=NN12 (stereo not given),6%,-2.3,0.051,-1.3,0.62,0.49,1324,6%,i,-20%,2.9,3.6,5.4,i,-12,-2.9,1034
NS(=O)(=O)c1ccc(CNC(=O)c2cc(-c3cccs3)nc3ccccc23)cc1,-14%,0.012,-0.19,0.81,-1.4,0.06,984,11%,i,-10%,.,.,.,.,.,4.7,1151
O=C(COc1ncnc2ccccc12)Nc1ccc(Cl)c([N+](=O)[O-])c1,-10%,-0.25,-0.22,0.5,-0.56,0.13,1352,5%,i,-25%,2.9,2.0,6.3,i,13,-0.2,960
CC(C)(C)c1ccccc1NC(=O)NC1CCN(Cc2c(F)cccc2Cl)CC1,2%,0.84,-0.15,0.37,-0.53,0.05,1365,2%,i,-9%,.,.,.,.,.,-3.7,1158
CCOC(=O)CSc1n[nH]c(NC(=O)c2cccc(C(F)(F)F)c2)n1,14%,-0.54,-0.21,-0.55,0.45,.,.,19%,i,23%,1.8,1.7,6.1,i,-1,.,.
CN(C)c1ccc(-c2nnn(CC(=O)Nc3ccc4c(c3)OCCO4)n2)cc1,1%,-0.79,-0.23,-0.48,0.16,.,.,6%,i,-26%,4.5,2.4,6.2,i,-1,0.4,1566
Cc1ccc2nc(SCC(=O)Nc3cccc([N+](=O)[O-])c3)[nH]c2c1,1%,-0.083,-0.031,-0.3,-2.6,.,.,20%,i,20%,1.3,1.1,8.6,i,-1,.,.
S=c1nc(-c2ccccc2)n(Cc2cccnc2)c2c1CCCC2,31%,-1.3,-0.25,-0.056,1.1,0.01,1076,-16%,i,-10%,.,.,.,.,.,0.2,1294
COc1cc(/C=N\NC(=O)c2ccc(C)nc2)ccc1OC(=O)c1ccc2c(c1)OCO2,-1%,-0.39,-0.33,-0.11,0.71,.,.,-1%,i,-19%,1.5,2.3,8.7,i,11,.,.
O=C(NC(=S)Nc1cccc(Cl)c1N1CCCC1)c1ccc(-c2cccc([N+](=O)[O-])c2)o1,-8%,-1.3,-0.12,-1.1,2,0.33,773,9%,i,.,4.2,2.1,9.6,i,1,1.1,1478
COc1ccc(-n2c(SCC(=O)Nc3ccc(C(=O)O)cc3)nnc2-c2cccs2)cc1,14µM*,3.5,-0.23,1.9,-1.8,0.89,1865,5%,i,-19%,3.3,2.4,4.8,i,-1,-0.8,1077
O=C(CN1C(=O)CSc2ccccc21)NC1CCCC1,0%,1.3,-0.38,0.19,0.11,0,1493,11%,.,13%,6.7,1.8,1.2,i,21,1.5,1416
COc1ccc(-c2ccc(CCC(=O)O)n2CC(C)C)cc1,10%,0.64,0.12,0.5,-0.79,1.2,856,6%,i,13%,3.2,1.4,6.3,i,13,7.0,914

# An excerpt. The share of hits here may be higher or lower than overall.
